# Screens deposited in PubChem BioAssay by Fisher Drug Discovery Resource Center.
# hcGAS inh = inhibitors of human cGAS; inhibition, % at 12.5 µM; recombinant h-cGAS, ATP depletion, Kinase-Glo luminescence; AID 1259398; actives 0.081% (n = 290,000);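 note: 0% = vehicle reaction and 100% = reaction without DNA for no activity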
# Target sequence (Q8N884 whole entry, looked up): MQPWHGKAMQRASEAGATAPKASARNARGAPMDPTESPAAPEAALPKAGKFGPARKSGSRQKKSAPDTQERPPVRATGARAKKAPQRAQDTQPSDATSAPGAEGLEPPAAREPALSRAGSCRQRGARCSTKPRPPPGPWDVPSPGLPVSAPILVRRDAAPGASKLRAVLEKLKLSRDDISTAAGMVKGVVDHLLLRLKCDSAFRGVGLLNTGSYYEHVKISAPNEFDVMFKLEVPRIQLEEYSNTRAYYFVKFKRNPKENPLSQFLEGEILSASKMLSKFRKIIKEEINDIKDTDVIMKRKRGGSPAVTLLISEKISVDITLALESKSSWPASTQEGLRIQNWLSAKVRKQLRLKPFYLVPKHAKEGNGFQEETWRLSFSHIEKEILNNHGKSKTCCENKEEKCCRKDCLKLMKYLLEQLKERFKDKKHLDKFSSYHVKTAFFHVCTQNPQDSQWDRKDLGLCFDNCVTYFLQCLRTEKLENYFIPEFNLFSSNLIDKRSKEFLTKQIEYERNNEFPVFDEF
# NPYLR7 agonist = activates Aedes aegypti NPYLR7 receptor; HEK293T NPYLR7/Galpha15, GCaMP6s calcium fluorescence; activation, % at 10 µM; actives 0.15% (n = 270,000); AID 1259423; in the data active = activation above about 40%;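 note: 0% = vehicle and 100% = reference agonist at the receptor; some compounds past the cut are filed as inactive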
# mcGAS lum = mouse cGAS inhibition by luminescence; recombinant cGAS, Kinase-Glo ATP depletion luminescence; inhibition, % at 12.5 µM; actives 0.15% (n = 160,000);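 note: 0% = negative control wells and 100% = reference inhibitor with no enzyme activity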
# Starred values were filed as active, the others as inactive; . = not tested or not shown; & = joins results of further samples. Cut-off read from the data, not from the text of the source, unless noted: active = inhibition above about 40%; inactive = the rest.
# Order of results – hcGAS inh	NPYLR7 agonist	mcGAS lum
Cc1nc(NC(=O)c2cccc3c2OC(C)C3C)sc1-c1nccn1C(F)F (stereo not given)
    -9	7	.
CCc1ncc(CN2C[C@@H]3CN(C(=O)C4CC4)C[C@]3(C(=O)O)C2)cn1
    -5	-1	.
COc1ccc(CCNC(=O)c2ccccc2NS(=O)(=O)c2cccc(Cl)c2)cc1
    1	0	2
CC(C)CCN(Cc1c(-c2ccccc2F)noc1N1CCOCC1)CC(O)COc1ccccc1 (stereo not given)
    -2	8	-6
O=C(c1ccco1)N1CCN(Cc2nc(-c3ccc(Cl)cc3)no2)CC1
    -7	-1	.
CCCCn1c(N)c(N(Cc2ccco2)C(=O)c2ccc(C#N)cc2)c(=O)[nH]c1=O
    2	10	.
Cc1ccccc1-n1ncc(C(C)NC(=O)c2cccc(N3CCCC3=O)c2)c1C (stereo not given)
    -8	13	-9
CCOc1ccc(S(=O)(=O)Nc2ccc(F)cc2Cl)cc1OCC
    -14	7	.
CC(NC(=O)C12CC3CC(CC(C3)C1)C2)C(=O)NC(C)(C)CO (stereo not given)
    -7	14	.
CCCCNC(=O)CCc1nnc(C2CCCCC2)o1
    3	1	1
O=C(O)C1COC2(CCN(C(=O)c3ccc(Cl)cc3)CC2)N1C(=O)c1cccc(F)c1 (stereo not given)
    -3	12	-5
CN(Cc1ccccc1)C(=O)C1CCN(c2ccc(C(F)(F)F)cc2[N+](=O)[O-])CC1
    -5	10	.
Cc1csc(NC(=O)CSc2nc(=O)n(CCO)c3c2CCCC3)n1
    -1	-9	-1
CC(C)CN1CC(c2ncc(-c3ccc4c(c3)OCCO4)[nH]2)CC1=O (stereo not given)
    -7	23	.
COc1cc(C(=O)Nc2ccn(C)n2)ccc1OCc1ccccc1Cl
    -7	-13	.
CCC(Sc1ncnc2c1nnn2-c1ccc(OC)cc1)C(=O)OC (stereo not given)
    -4	11	-4
O=C(NC1CC2CCC(C1)N2Cc1ccc2c(c1)OCO2)c1c(F)c(F)c(F)c(F)c1F (stereo not given)
    1	6	0
COCCCN1CCC(NC(=O)C2(c3cccc(C)c3)CC2)CC1
    -6	0	-9
Cc1c(C(=O)N2CCN(C(=O)C(C)Cl)CC2)cc(-c2ccc(Cl)cc2)n1-c1ccccc1F (stereo not given)
    -1	15	-4
Cc1cc(C)n(CCn2ccnc2-c2ccc(-c3ccn[nH]3)s2)n1
    -5	1	-12
CSc1nn(CC(=O)Nc2cccc(C)c2C)c(N)c1S(=O)(=O)c1ccccc1
    -6	14	-6
COc1ccc(-c2nc(CNC(=O)c3c(C)noc3-c3cccs3)c(C)o2)cc1
    -6	5	-9
COc1ccc(C(=O)NCCCN=C2NS(=O)(=O)c3ccccc32)cc1OC
    -4	4	-8
C=C(C)Cn1c(=O)c2c(nc3oc(-c4ccccc4)cn32)n(C)c1=O
    -7	2	-8
CS(=O)(=O)Nc1ccc(CN2CCOC(C#N)C2)cc1 (stereo not given)
    -5	9	.
O=C(Nc1ccc(C2SCC(=O)N2c2ccc3c(c2)OCCO3)cc1)c1ccc(Cl)cc1 (stereo not given)
    -12	7	-5
N#Cc1ccccc1COC(=O)CCn1cnc2ccccc2c1=O
    -9	1	.
O=C1CCCN1CC1CCN(C(=O)c2ccc(-c3ccncc3)nc2)CC1
    -10	0	-12
CC(Oc1ccc(Cl)cc1Br)C(=O)N1CCNC1=O (stereo not given)
    -9	3	-6
Cc1ccc(NS(=O)(=O)c2cccc(C(=O)Nc3cccc(C)c3)c2)cc1
    -4	-13	-7
Cc1ccc(S(=O)(=O)N2CCN(C(c3ccccc3)c3ccc(Br)cc3)CC2)cc1F (stereo not given)
    -10	29	-6
CC(C)(C)c1ccc(C(=O)N2CCC2(C)C(=O)NS(=O)(=O)c2ccccc2)cc1 (stereo not given)
    -11	2	.
O=S(=O)(NC1CCSc2ccccc21)c1ccc2c(c1)OCCCO2 (stereo not given)
    -7	8	.
Cc1ccc(C)c(NC(=O)c2nnn(Cc3nc(-c4ccccc4C)oc3C)c2C)c1
    -6	6	-7
Fc1ccc(Cc2nnc(-c3ccc(F)cc3)o2)cc1
    -4	5	.
CCc1c(C)nn(CC(=O)N2CCCC(Nc3ccccc3)C2)c1C (stereo not given)
    -10	11	.
CCN(C(=O)C(C)Nc1ccc2c(c1)OCCO2)C1CCS(=O)(=O)C1 (stereo not given)
    -16	6	.
CC(=O)N1CCC(C(=O)N2CCC(C(=O)NC(c3ccc(F)cc3)c3ccc4ccccc4n3)CC2)CC1 (stereo not given)
    -4	-3	-2
COc1ccccc1C(=O)NCCn1ncc2c(=O)n(Cc3ccccc3C)cnc21
    -7	-6	-9
COc1ccc(C=Nc2ccccc2Sc2c(C)n[nH]c2C)cc1OC
    -8	8	.

# In another format: three of the compounds above.
CC(C)CN1CC(c2ncc(-c3ccc4c(c3)OCCO4)[nH]2)CC1=O (stereo not given)
  hcGAS inh = -7
  NPYLR7 agonist = 23
  mcGAS lum = .

COc1cc(C(=O)Nc2ccn(C)n2)ccc1OCc1ccccc1Cl
  hcGAS inh = -7
  NPYLR7 agonist = -13
  mcGAS lum = .

CCC(Sc1ncnc2c1nnn2-c1ccc(OC)cc1)C(=O)OC (stereo not given)
  hcGAS inh = -4
  NPYLR7 agonist = 11
  mcGAS lum = -4

# The list continues.
mol | hcGAS inh | NPYLR7 agonist | mcGAS lum
CC(=O)N[C@H]1CN(C(=O)c2cn[nH]c2C2CCCCC2)C[C@@H]1C(C)C | 0 | . | -3
CC(CNc1ccc(-c2nccn2C)nn1)Oc1cccnc1 (stereo not given) | -4 | 13 | .
Cc1ccc(C(=O)N(CCCN(C)C)c2nc3ccc(F)cc3s2)cc1C | -3 | 1 | -5
COc1ccc(OC)c(C(=O)OC(C)C(=O)NC(C)(C)C)c1 (stereo not given) | -7 | -3 | .
O=C(NC(=S)Nc1ccccc1N1CCCC1)c1cccs1 | 3 | -6 | 1
O=C(NCCCn1ccnc1)C1CC(=O)N(c2ccc(Br)cc2)C1 (stereo not given) | -11 | 17 | .
CC(C)c1cc(NC(=O)c2cccc(CN3CC=CCC3)c2)n(C)n1 | 3 | 3 | .
O=C1CSC(c2ccccn2)N1c1ccc(F)cc1 (stereo not given) | -2 | -1 | .
CC(C(=O)Nc1ccc(F)c(Cl)c1)S(C)(=O)=O (stereo not given) | -16 | 0 | .
C=C1C2CC[C@@]3(C)[C@H](c4ccoc4)OC(=O)C[C@]13O[C@H]1CC(O)C(C)(C)C(CC(=O)OC)[C@@]21C (stereo not given in full) | -2 | . | -2
CC(C)(C)c1nc(=S)n(CN2CCCc3cc(F)cc(F)c32)[nH]1 | 6 | -2 | .
O=C(CSc1ccc(F)c(F)c1)N1CCCCC1C1OCCO1 (stereo not given) | -3 | 15 | -13
O=S(=O)(c1cccs1)N1C[C@@H](CO)[C@@H]2Oc3ccc(Cl)cc3[C@@H]21 | 4 | 1 | -4
CC(OCC(O)CN1CCN(S(=O)(=O)c2cccc(F)c2)CC1)c1ccc(Cl)cc1 (stereo not given) | 0 | -2 | -4
Fc1ccc(-c2noc3nc(NCCc4ccccc4)ccc23)cc1 | -5 | 0 | -7
CN1CCN(c2ncnc(Oc3ccc4c(c3)OCO4)c2N)CC1 | -5 | 19 | .

# Filtered by structure, those above containing a thiophene ring, fused or not.
mol | hcGAS inh | NPYLR7 agonist | mcGAS lum
Cc1cc(C)n(CCn2ccnc2-c2ccc(-c3ccn[nH]3)s2)n1 | -5 | 1 | -12
COc1ccc(-c2nc(CNC(=O)c3c(C)noc3-c3cccs3)c(C)o2)cc1 | -6 | 5 | -9
O=C(NC(=S)Nc1ccccc1N1CCCC1)c1cccs1 | 3 | -6 | 1
O=S(=O)(c1cccs1)N1C[C@@H](CO)[C@@H]2Oc3ccc(Cl)cc3[C@@H]21 | 4 | 1 | -4

# More results follow:
mol | hcGAS inh | NPYLR7 agonist | mcGAS lum
Cc1csc(C(NC(=O)N2CCC(CC(N)=O)CC2)C2CC2)n1 (stereo not given) | -14 | 6 | .
O=C(NCC1CCCO1)C1CCN(c2cnc(N3CCSCC3)nc2)CC1 (stereo not given) | -8 | . | -6
CN1CCN(C(c2ccccc2)c2ccc(Cl)cc2)CC1 (stereo not given) | 0&-9 | -2&0 | -4
COC(=O)c1cc2c(=O)n(-c3ccc(C(C)C)cc3)ccc2nc1C | -13 | 1 | .
CCCS(=O)(=O)N1CC[C@@]2(O)CCN(c3cc(N)ncn3)C[C@H]2C1 | -11 | . | -5
C=CCN(Cc1ccccc1Cl)C(=O)c1ccc2nccn2c1 | -6 | 8 | -12
Nc1c(C(=O)CSc2nnc3ccccn23)c(=O)[nH]c(=O)n1C1CC1 | -4 | 9 | .
CC1CCN(c2ccc(NC(=O)c3ccccc3Br)cc2C(=O)NCCc2ccccc2)CC1 | -14 | -1 | -7
Cc1cccnc1N1CCN(C(=O)c2cccc(-c3ccc(O)cc3)c2)CC1 | -4 | 6 | .
CCc1nc2ccc(C(=O)N3CCN(S(=O)(=O)CC)CC3)cn2c1N(C)C(=O)c1cccc(OC)c1 | -7 | 14 | -2
CC1(c2ccc3c(c2)OCO3)NC(=O)NC1=O (stereo not given) | 1 | 6 | .
COc1cccc2c1OCC(C(=O)Nc1sccc1C#N)=C2 | -7 | 7 | .
CN1CCN(Cc2ccc(Cl)cc2)C(c2ccncc2)CC1=O (stereo not given) | -8 | 24 | .
O=c1[nH]nc2n1CCN(CC1CCCCC1)CC2 | -6 | . | -3
Cc1ccnn1-c1ccc(C(=O)NCC2CN(C3CC3)CCO2)cc1 (stereo not given) | -2&-12 | 8&12 | .
O=C(CCn1nnc2ccccc21)NC1CCC(n2cnnc2)CC1 (stereo not given) | 3 | -1 | .
O=C(NCC1CCN(Cc2ccc(CO)o2)C1)NC1CCCC1 (stereo not given) | 5 | -2 | .
COc1cccc(COc2c[nH]c(C(=O)Nc3ccc(Cl)cc3)cc2=O)c1 | -4 | 2 | .
O=C(Nc1ccc(N2CCCC2=O)c(Cl)c1)c1cccs1 | -9 | -12 | .
Cc1ccc2oc(CN(C(=O)C3C[C@@H]3c3ccccc3)C(C)C)nc2c1 (stereo not given in full) | -6 | 6 | -6
CCNC(=O)N1CCN(c2nc(-c3ccccc3)nc(COC)c2Cc2cc(C)ccc2C)CC1 | -2 | 7 | -5
C=CCn1c(SCC(=O)N2CCCCC2)nc2sc3c(c2c1=O)CCC3 | -10 | -6 | .
CCCN(Cc1nc(COC)c(Cc2ccc(C)cc2)c(=O)[nH]1)C(=O)NC(C)(C)C | -5 | 10 | .
OCCC1CN(Cc2cccn2-c2ccccn2)CCN1Cc1ccccc1F (stereo not given) | 5 | -7 | .
Cc1cccc(N(C)c2cc(-c3cccc(O)c3)nc3ccnn23)c1 | -7 | -6 | -3
CNC(=O)c1cccc(N2CCC(c3ccccc3OC)C2)n1 (stereo not given) | -13&-9 | 1&5 | -7
CCN1C(=O)N(CC)C2C1N(C)C(=O)N2C (stereo not given) | -8 | 2 | .
COc1ccc(-c2nn(Cc3cccc(C)c3)c(=O)c3nc(C)sc23)cc1 | 4 | 1 | -6
CCCn1c(SCc2nc(N)nc(N)n2)nc2sc3c(c2c1=O)CCC3 | -4 | -3 | .
Cc1nnc(N2C(=O)c3ccc(C(=O)c4ccc(C(=O)O)cc4)cc3C2=O)s1 | -3 | 4 | .
CCOC(=O)N1CCc2c(sc(NC(=O)c3ccccc3)c2-c2nc3ccccc3s2)C1 | -4 | 6 | .
CC(=O)Nc1ccc(S(=O)(=O)Oc2ccc(Cl)cc2CN(C(=O)CC(C)(C)C)C2CC2)cc1 | -2 | 12 | -6
CCNc1nn(CC(=O)Nc2c(C)cc(C)cc2C)c(N)c1-c1nc(-c2ccccc2C)no1 | -8 | . | -9
O=C(CC1C(=O)NCCN1Cc1cccc(Oc2ccccc2)c1)NCCCn1cccn1 (stereo not given) | -1 | 5 | .
CN1C(=O)/C(=C2\SC(=S)N(C3CCS(=O)(=O)C3)C2=O)c2ccccc21 (stereo not given) | -2 | -9 | -6
COc1ccc(-c2nnc3c4cnn(C)c4ncn23)cc1 | -8 | 18 | -4
Cc1ccc(Nc2nc(NCC(C)O)nc3c2cnn3-c2ccccc2)cc1C (stereo not given) | -2 | 3 | -5
CCNC(=O)NC(=O)Cn1cnc2scc(-c3ccccc3)c2c1=O | -6 | 1 | .
COCCN(CC(=O)Nc1cc(C(C)(C)C)nn1-c1ccc(Cl)c(Cl)c1)C(=O)Nc1cccc(OC)c1 | -2 | 6 | -6
CC(C)CCn1c(Sc2nc3ccccc3[nH]2)nc2c1c(=O)[nH]c(=O)n2C | -8 | 2 | .
CC(C)N1CC(NC(=O)c2cc(COc3cccc(F)c3)[nH]n2)CC1=O (stereo not given) | -3 | 3 | -8
c1ccc(CCNc2nccc3c2ncn3Cc2ccccc2)cc1 | -3 | -5 | -6
CC1(C)CC2CC(C)(CN2S(=O)(=O)c2cccc(Cl)c2Cl)C1 (stereo not given) | -8 | 5 | .
CC(C)NC(=O)CN1CN(c2ccccc2)C2(CCN(C(=O)Nc3ccccc3Br)CC2)C1=O | -1 | 12 | -3
CN(C)C(=O)c1ccc(-c2ccc(F)c(F)c2)s1 | 1 | 5 | -4
Cc1[nH]c2ccc(C(=O)N3CCC4(CC3)CC(C(=O)O)N(C)C4)cc2c1C (stereo not given) | -10 | 2 | -11
Cc1ccc(CN(Cc2ccc(F)cc2)C(=O)CN(CC(C)C)C(=O)c2ccc(Cl)cc2)s1 | -4 | -3 | -3
Cc1cccc(NC(=O)Nc2ccc(N3CCCC3)c(C(=O)NC3CC3)c2)c1 | -6 | 9 | -7
Cc1cc(NC(=O)COc2cccc(F)c2)ccc1N1CCCC1=O | -11 | 2 | .
CC1(C)CN(CC2CCOCC2)c2ccccc2N1CC1CCOCC1 | -5 | 1 | .
O=C1c2ccccc2S(=O)(=O)N1Cc1ccccc1Oc1ccccc1 | -4 | 0 | -8
